Autophagy mod – alters autophagy in cells. MEF GFP-LC3 puncta imaging; test concentration mostly 10 µM. actives 0.98% (n = 190,000). calls only at 10 µM (by protocol);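 active means percentage of spot-positive cells more than 3 SD above its plate mean, without a fluorescence outlier flag or 80% toxicity; inconclusive means no clear call, values can overlap the other calls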;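 further: spot-positive cell cutoff set from DMSO-treated cells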
Dynein transport – blocks dynein driven cargo transport along microtubules; 3617.4 mouse cells, GR-EGFP nuclear translocation imaging; test concentration mostly 20 µM; stimulated with dexamethasone, 1 µM; active compounds read low; z-score, hits read low; actives 0.47% (n = 220,000);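 active means plate z-score of nuclear minus cytoplasmic receptor signal below a set negative limit, without overly bright fluorescence or cell loss, cut at about -3.5 in these data, passing the limit was not always enough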;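 further: z-score of nuclear minus cytoplasmic ring GR-EGFP intensity difference per well; some compounds called inactive have numbers as strong as hits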
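Buffer or medium: tet-free, stripped-serum medium; reagent: dexamethasone at 1.0 µM final, 30 min; incubation: 48 h induction, 1 h compound, 30 min dex at 37 °C; measured by: formaldehyde fixation, Hoechst nuclear stain, 10x automated fluorescence imaging; read-out: nuclear-to-cytoplasmic GR-EGFP distribution per well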
b-catenin transl – modulators of beta-catenin nuclear translocation; HeLa beta-catenin nuclear translocation, immunofluorescence imaging; actives 0.3% (n = 190,000); AID 1665; nuclear translocation activity, % at 5 µM;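 active means nuclear translocation activity above 50% at 5 µM, with a well cell count of 50 or more; inconclusive means wells under 50 cells across six images, flagged as toxic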;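 further: per-cell ratio of nuclear to cytoplasmic median beta-catenin stain intensity; plate controls were DMSO negative control for no effect and GSK-3 inhibitor IX positive control for full effect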
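test system = HeLa cells, endogenous beta-catenin | dosing = single 5 µM dose plus 0.02–20 µM confirmation series | times = compound treatment 24 h, 37°C, 5% CO2 | technique = beta-catenin immunofluorescence imaging with DAPI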
MT stabilizer – stabilizes microtubules in HeLa cells | % tubulin-high responders, % at 10 µM | HeLa tubulin immunostaining HCS, 24 h; share of cells brighter than vehicle mean+2SD | actives 0.83% (n = 200,000);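 active means plate Z-score above 3 for both tubulin-high and condensed-nucleus cell shares, with cell loss under 80%, at 10 µM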;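 further: anti alpha tubulin signal scored within the nucleus-defined area of each cell; some results filed as inactive read as strong as hits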
Ins promoter up – MIN6 insulin promoter up-regulation. actives 0.3% (n = 190,000). MIN6 insulin promoter-GFP reporter, high-content imaging; active compounds read high. z-score at 5 µM;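 active means z-score above 3 at 5 µM with at least 500 cells counted in the well; inconclusive means wells under 500 cells, flagged as cytotoxic or low count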
XIAP displacement – XIAP antagonists, biochemical, IAP family, fluorescence polarization (AID 1018); displacement, % at 20 µM, or IC50 in µM where a hit was titrated; actives 0.007% (n = 200,000); XIAP BIR domain, fluorescence polarization peptide displacement; higher % means a stronger effect; in the data active means displacement above about 50%; further: a part of the inactive calls stands beside numbers as strong as those of hits
ER stress rescue – rescue of cells from ER stress-induced death, primary screen, 384-well, CSM14.1, thapsigargin, ATP luminescence (AID 1222) | CSM14.1 thapsigargin-induced death rescue, ATP luminescence; higher % means a stronger effect | cellular ATP content (survival), % at 20 µM, or EC50 in µM where a hit was titrated | 190,000 tested, under 10 active;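 active means EC50 below 50 µM in the dose-response confirmation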;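 further: death triggered by thapsigargin at about 15 µM added after 2 h compound pretreatment; cell ATP read after overnight thapsigargin exposure of roughly 18 to 22 hours; normalized against plate controls of thapsigargin alone and 5% DMSO vehicle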
Lipid droplet – modulators of hepatic lipid droplet formation | AML12 mouse hepatocytes, oleate lipid droplets, BODIPY imaging | inhibition, % at 6.5 µM | actives 0.4% (n = 240,000) | AID 1656;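 active means lipid droplet intensity inhibited by at least 50%, with more than 500 cells counted; inconclusive means wells with under 300 cells, treated as cytotoxic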
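Test system: AML12 hepatocytes (mouse); reagent: oleate loading, 100 µM; dosing: one dose, 6.5 µM compound; incubation: overnight exposure; signal: fluorescence imaging, 20x objective, two fields per well; read-out basis: % inhibition of corrected integrated BODIPY droplet signal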
WT yeast gro inh – growth inhibition of WT yeast, mitochondrial fusion screen; mitochondrial fusion phenotypic screen, WT strain; inhibition, % at 10 µM; actives 2.1% (n = 190,000); in the data active means inhibition above about 58%; tested in S. cerevisiae
WT yeast gro inh mutant strain – second read-out of WT yeast gro inh, no call of its own (marks repeat the call); inhibition, %; mitochondrial fusion phenotypic screen, mutant strain inhibition
Dynein transport cytoplasmic EGFP – also measured in Dynein transport; calls as there; z-score; measured here: cytoplasmic GR-EGFP intensity; active compounds read high
Dynein transport nuclear GR-EGFP – second read-out of Dynein transport, no call of its own (marks repeat the call); z-score; measured here: nuclear GR-EGFP intensity;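 lower value marks the stronger effect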
Dynein transport cell count – second read-out of Dynein transport, no call of its own (marks repeat the call); z-score; measured here: cell count per field
Ins promoter up cell count – further read-out of Ins promoter up, marked with its call; cell count; measured here: cytotoxicity, nuclei count;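 total cells summed across four imaged fields per well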
Lipid droplet cells 6.5 µM – second read-out of Lipid droplet, no call of its own (marks repeat the call); cell count; measured here: cell count, cytotoxicity flag;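 cells counted across two imaged fields per well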
b-catenin transl cell count 5 µM – further read-out of b-catenin transl, marked with its call; cell count; measured here: cell count, cytotoxicity flag
MT stabilizer Hoechst-high % – also measured in MT stabilizer; calls as there; % Hoechst-high responders; measured here: nuclear condensation Hoechst responders;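 share of cells brighter than vehicle mean plus two SD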
MT stabilizer cytotoxicity % – second read-out of MT stabilizer, no call of its own (marks repeat the call); toxicity, %; measured here: cytotoxicity by cell density;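 0% = mean cell density of plate MIN control wells and 100% = no cells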
Autophagy mod cell loss 18 h – second read-out of Autophagy mod, no call of its own (marks repeat the call); toxicity, %; measured here: cell loss, nuclei count;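 cell loss after 18 h compound exposure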
Active calls of the source: *; i = inactive; ? = inconclusive; . = no result given.

structure	Autophagy mod	Autophagy mod cell loss 18 h	Dynein transport	Dynein transport cytoplasmic EGFP	Dynein transport nuclear GR-EGFP	Dynein transport cell count	b-catenin transl	b-catenin transl cell count 5 µM	MT stabilizer	MT stabilizer Hoechst-high %	MT stabilizer cytotoxicity %	Ins promoter up	Ins promoter up cell count	XIAP displacement	ER stress rescue	Lipid droplet	Lipid droplet cells 6.5 µM	WT yeast gro inh	WT yeast gro inh mutant strain
CCN1CCN(C(=O)CN(c2ccc(F)c(Cl)c2)S(C)(=O)=O)CC1	i	-10	-0.78	-0.32	-0.27	1.3	5.2	842	3.0	2.1	7.9	-0.02	1509	0.0%	-1.3%	-27	656	-9	-11
O=C(c1cccs1)N1CCC(Cc2ccccc2)CC1	i	-1	-1.6	-0.23	-0.59	0.24	-0.6	1165	1.3	2.0	18	.	.	-3.1%	2.3%	2	771	4	21
CCc1nc2ccc(C)cc2c(C(=O)NC2CCCCC2C)c1C (stereo not drawn)	i	11	1.5	-0.21	0.4	-0.48	-1.0	1401	1.2	1.6	5.3	-1.1	1531	-0.9%	7.3%	.	.	-7	-17
Cc1ccc(C(=O)NCCn2cc(SCC(=O)Nc3nnc(C)s3)c3ccccc32)cc1	i	0	-0.31	-0.047	0.044	-1.1	.	.	1.9	4.7	5.3	-0.96	846	28%	-0.6%	.	.	15	8
CCOC(=O)c1c(C)c(C(=O)NCc2ccco2)c(C)n1CC	i	-1	-0.014	-0.27	-0.32	1.1	-1.3	1074	2.9	1.7	4.9	1.5	1207	-9.7%	-0.2%	-3	801	14	17
COC(=O)c1[nH]c2c(c1C)C(=O)CCC2	i	3	3.8	-0.069	2.8	-2	.	.	5.3	3.2	1.4	.	.	-6.9%	-3.8%	.	.	0	7
COc1ccc(-n2c(-c3ccc(Br)cc3)c[n+]3c2CCC3)cc1	i	13	-1.2	-0.33	-0.57	1.2	0.2	1104	4.2	2.4	4.3	?	.	-9.0%	-0.2%	1	675	3	11
O=C(COC(=O)C1=COCCO1)NCc1ccc(Cl)cc1	i	18	-0.79	-0.19	-0.55	-0.29	1.7	1060	1.6	2.8	7.1	-0.02	1059	-7.2%	-1.8%	-15	677	-4	-8

structure	Autophagy mod	Autophagy mod cell loss 18 h	Dynein transport	Dynein transport cytoplasmic EGFP	Dynein transport nuclear GR-EGFP	Dynein transport cell count	b-catenin transl	b-catenin transl cell count 5 µM	MT stabilizer	MT stabilizer Hoechst-high %	MT stabilizer cytotoxicity %	Ins promoter up	Ins promoter up cell count	XIAP displacement	ER stress rescue	Lipid droplet	Lipid droplet cells 6.5 µM	WT yeast gro inh	WT yeast gro inh mutant strain
CC1CCC(C(C)C)C(OP(=O)(c2ccccc2)C(O)c2ccncc2)C1 (stereo not drawn)	i	-29	-0.43	-0.24	-0.17	0.83	1.7	547	2.0	2.1	4.4	.	.	-7.8%	-1.7%	-18	684	55	3
C=CCc1ccccc1OCC(O)CN1CCN(C(=O)OCC)CC1 (stereo not drawn)	.	.	1.2	-0.14	0.95	-1.1	1.3	1398	2.1	1.9	2.6	-0.97	1106	-6.3%	-2.6%	.	.	-1	-11
O=C(COC(=O)/C=C/c1ccc(Cl)cc1)Nc1ccccc1	i	-6	0.76	-0.23	0.56	-0.91	-1.7	1012	4.0	3.2	9.2	0.52	1051	-9.5%	-1.0%	8	664	-6	8
CCOC(=O)CN(C(=O)CN1CCC(n2nnc3cc(C)ccc32)CC1)c1ccccc1	i	-1	-0.91	1.2	-0.076	-0.2	-0.8	1038	1.6	1.0	5.4	1.6	752	-3.7%	2.0%	9	802	-31	-6
CCOC(=O)Cn1c(=O)sc2ccccc21	i	14	3.9	-0.14	1.8	-2	-0.6	685	1.7	1.9	9.9	1.2	1321	-5.8%	-0.4%	.	.	8	3
CCC1=C(OC(=O)N(CC)CC)N2C(=O)OC(=NCC(=O)OC)[C@]2(C)[C@H]2C1=CC[C@H]1C(=O)N(CC(=O)OC)C(=O)[C@H]12	.	.	-0.77	-0.74	-0.34	0.33	-2.8	1212	.	.	.	0.24	1025	.	.	-3	717	.	.
O=C(CSc1nnc2sc3ccccc3n12)c1ccco1	i	0	-0.23	-0.24	0.1	-0.08	0.4	1064	2.6	1.9	7.4	-0.14	1525	-3.7%	-3.4%	20	718	7	14
CCSc1nnc(NC(=O)Cc2ccc(OC)c(OC)c2)s1	i	3	-0.39	-0.23	-0.9	1.1	0.2	1433	2.7	2.5	7.7	-0.4	1671	-0.4%	-0.3%	.	.	15	19

Rewritten with two lines to a compound: part of the list above.
Values run as follows: Autophagy mod, Autophagy mod cell loss 18 h, Dynein transport, Dynein transport cytoplasmic EGFP, Dynein transport nuclear GR-EGFP, Dynein transport cell count, b-catenin transl, b-catenin transl cell count 5 µM, MT stabilizer, MT stabilizer Hoechst-high %, MT stabilizer cytotoxicity %, Ins promoter up, Ins promoter up cell count, XIAP displacement, ER stress rescue, Lipid droplet, Lipid droplet cells 6.5 µM, WT yeast gro inh, WT yeast gro inh mutant strain
CCOC(=O)Cn1c(=O)sc2ccccc21
→ i, 14, 3.9, -0.14, 1.8, -2, -0.6, 685, 1.7, 1.9, 9.9, 1.2, 1321, -5.8%, -0.4%, ., ., 8, 3
CCC1=C(OC(=O)N(CC)CC)N2C(=O)OC(=NCC(=O)OC)[C@]2(C)[C@H]2C1=CC[C@H]1C(=O)N(CC(=O)OC)C(=O)[C@H]12
→ ., ., -0.77, -0.74, -0.34, 0.33, -2.8, 1212, ., ., ., 0.24, 1025, ., ., -3, 717, ., .

Next part:
structure	Autophagy mod	Autophagy mod cell loss 18 h	Dynein transport	Dynein transport cytoplasmic EGFP	Dynein transport nuclear GR-EGFP	Dynein transport cell count	b-catenin transl	b-catenin transl cell count 5 µM	MT stabilizer	MT stabilizer Hoechst-high %	MT stabilizer cytotoxicity %	Ins promoter up	Ins promoter up cell count	XIAP displacement	ER stress rescue	Lipid droplet	Lipid droplet cells 6.5 µM	WT yeast gro inh	WT yeast gro inh mutant strain
CSc1nc(Sc2ccccc2)c2ccccc2n1	i	-1	0.19	-0.21	-0.46	0.33	-0.7	1057	2.0	1.8	7.4	0.13	1802	0.5%	-2.1%	-5	681	37	25
O=[N+]([O-])c1cc(/C=N/n2c(-c3ccncc3)n[nH]c2=S)ccc1Cl	i	0	0.17	-0.35	-0.024	0.81	-1.6	1111	1.1	1.7	4.8	.	.	-2.3%	7.0%	-28	716	-17	7
O=C(/C=C/c1cccs1)N1CCc2ccccc21	i	-6	2	-0.27	0.46	-1	-1.5	1012	1.8	1.0	0.5	-0.1	1433	-19%	-4.0%	24	623	32	16
Cc1cccc(C(=O)Nc2nnc(-c3ccco3)o2)c1	i	8	-0.58	-0.25	-0.43	0.18	-0.1	1128	5.1	2.1	6.2	0.13	1530	-2.7%	-1.5%	-1	659	43	-7
Cc1onc(-c2c(Cl)cccc2Cl)c1NC(=O)NNc1c(Cl)cncc1Cl	.	.	-0.46	-0.25	-0.25	0.6	1.0	1068	.	.	.	0.18	1363	.	.	4	700	.	.
CCCN1Cc2cccc(C(=O)NCCCOC(C)C)c2C1=O	i	18	1.5	-0.21	0.75	0.35	1.0	874	3.5	2.0	3.0	0.39	1287	-3.7%	-1.6%	-24	796	-11	1
O=C(Nc1cccc(S(=O)(=O)N2CCOCC2)c1)c1cn(-c2ccccc2)nc1-c1ccccc1	i	-3	-0.88	-0.27	-0.57	0.35	1.2	938	2.4	3.1	5.5	-0.54	1257	-1.8%	0.3%	12	691	-6	-10
CC1(C)C(=O)Nc2ccccc2N1C(=O)CN1C(=O)c2ccccc2C1=O	i	1	-0.89	-0.23	-0.17	1.1	2.0	1235	1.9	1.7	9.8	-1.3	856	-3.8%	0.8%	.	.	-5	-1

structure	Autophagy mod	Autophagy mod cell loss 18 h	Dynein transport	Dynein transport cytoplasmic EGFP	Dynein transport nuclear GR-EGFP	Dynein transport cell count	b-catenin transl	b-catenin transl cell count 5 µM	MT stabilizer	MT stabilizer Hoechst-high %	MT stabilizer cytotoxicity %	Ins promoter up	Ins promoter up cell count	XIAP displacement	ER stress rescue	Lipid droplet	Lipid droplet cells 6.5 µM	WT yeast gro inh	WT yeast gro inh mutant strain
CCCCN(C)C(=O)c1nc2ccccn2c1CN1CCN(c2ncccn2)CC1	i	-28	-0.94	0.13	-0.31	0.75	0.3	1123	4.1	2.0	1.9	1.2	1339	-6.1%	-0.8%	-5	699	9	6
CC(C)OC(=O)c1cccnc1SCC(=O)N(C)c1ccccc1	i	-6	-1.1	-0.38	-0.33	2.5	.	.	1.4	1.6	5.8	0.34	921	-0.7%	1.0%	20	815	-4	6
CCOC(=O)C1/C(=N\O)CC(C)(O)C(C(=O)OCC)C1c1ccc(OC)c(OC)c1 (stereo not drawn)	i	11	-1.3	-0.19	-0.37	0.43	0.2	1154	2.4	1.7	3.8	1.4	1051	-0.7%	-1.5%	.	.	7	-3
O=c1c(=Nc2ccccc2O)c(=O)c2ccccc12	i	5	-0.63	-0.33	0.074	0.18	-3.4	1040	1.6	0.7	0.7	-0.55	1498	-2.3%	0.6%	-12	654	-12	-2
Cc1cc(-c2ccccc2)[nH]c(=O)c1S(=O)(=O)c1ccccc1	i	3	-0.46	-0.23	-0.65	1.1	.	.	1.7	1.4	11	.	.	4.8%	-1.3%	.	.	3	20
CC(=O)N1CCN(S(=O)(=O)c2cccc(C(=O)Nc3ccccc3N3CCOCC3)c2)CC1	i	-4	0.45	-0.19	0.29	-0.94	-5.1	1157	2.0	2.4	3.5	-0.03	1190	-8.9%	-1.1%	-27	714	-7	-16

Screening results deposited in PubChem BioAssay by several laboratories.
